TNAP activators: human TNAP enzyme activators, primary screen, biochemical, luminescent, no phosphate acceptor, uHTS (AID 1001); purified TNAP, luminescent activation assay, no phosphate acceptor; higher activation fold means a stronger effect; activation fold at 20 µM, or EC50 in µM where a hit was titrated; 0.03% of 200,000 active; in the data active means activation fold from about 3, or a potency from the dose series; inactive means the rest, 99 in 100 with activation fold below about 1.6; further: many of its hits are not listed in these tables
P. falciparum M17LAP: P. falciparum M17LAP inhibitors, primary screen, biochemical, fluorogenic H-Leu-NHMec substrate, 1536-well (AID 1619); recombinant M17LAP, H-Leu-NHMec fluorogenic kinetic assay; higher % means a stronger effect; inhibition, % at 30 µM, or IC50 in µM where a hit was titrated; 0.38% of 220,000 active;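 active means compound inhibiting the enzyme by more than half at any dose during confirmatory dose-response retesting; inconclusive means strong single-dose inhibitors picked by rank but not retested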;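 further: plate controls were full reaction with DMSO carrier for no effect and no enzyme background for full effect; strong numbers were not always called active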
RSV antiviral HEp-2: inhibition of RSV-induced cytopathic effect – HEp-2 cells, primary 10 µM value included (AID 2391) | HEp-2 cells, RSV-induced CPE inhibition; higher % means a stronger effect | CPE inhibition, % at 10 µM, or IC50 in µM where a hit was titrated | 0.13% of 310,000 active; in the data active means a potency from the dose series; inconclusive means CPE inhibition mostly from about 23% at the one dose, without a potency; inactive means the rest, 99 in 100 with CPE inhibition below about 21%; further: strong numbers were not always called active
K1F lysis inhibition: inhibition of K1F phage lysis, E. coli UTI89, bacterial capsule biogenesis inhibitors, alamar blue (AID 488966); one-dose inhibition, % at 100 µM; IC50 in µM for titrated hits; 0.02% of 340,000 active; E. coli UTI89 K1F phage lysis, alamar blue, 2 h; higher % means a stronger effect;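 active means phage lysis inhibition, versus mean bacterial control, above a set limit; inconclusive means no clear call, values can overlap the other calls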;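 further: capsule biogenesis inhibitors block K1F phage lysis so surviving cells raise fluorescence; higher fluorescence means more inhibition of phage lysis; actives were called in the ten point dose series up to 300 µM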
human PMI inhibitors: MPI inhibition at elevated mannose 6-phosphate – biochemical, fluorescence intensity, high mannose 6-phosphate, primary screen (AID 1220) | recombinant PMI enzyme, coupled fluorescence intensity; higher % means a stronger effect | inhibition, % at 20 µM, or IC50 in µM where a hit was titrated | 0.66% of 190,000 active
P. falciparum M1AAP: malaria alanyl aminopeptidase activity blockers – biochemical, fluorogenic H-Leu-NHMec substrate, 1536-well (AID 1445) | 0.42% of 220,000 active | recombinant M1AAP, H-Leu-NHMec fluorogenic kinetic assay; higher % means a stronger effect | one-dose inhibition, % at 30 µM; IC50 in µM for titrated hits;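 active means primary inhibition above the hit cutoff, then over 50% inhibition at one or more dose response concentrations, cut at about 23% in these data, passing the limit was not always enough; inconclusive means conflicting primary data, or primary hits not chosen for dose response; inactive means low primary inhibition, or under 50% at every dose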;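 further: plate controls were DMSO full reaction for no effect and no enzyme background for full effect; strong numbers were not always called active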
West Nile virus CPE: inhibition of WNV-induced cytopathic effect – cell-based, CPE readout (AID 1621); West Nile virus-infected cells, CPE inhibition; higher % means a stronger effect; one-dose CPE inhibition, % at 10 µM; IC50 in µM for titrated hits; 0.02% of 290,000 active; in the data active means a potency from the dose series; inconclusive means CPE inhibition mostly from about 3.7% at the one dose, without a potency; inactive means the rest, 99 in 100 with CPE inhibition below about 2.2%; further: strong numbers were not always called active
T cell HTS: T cell immune modulators affecting CD8 T cell-vesicle binding; 2C CD8+ T cell-vesicle binding, flow cytometry; active compounds read low; calls only at 7 µM; 0.068% of 330,000 active;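 active means response, share of CD8 T cells binding vesicles, and their 90th percentile fluorescence all below set limits, cut at about 80% in these data, passing the limit was not always enough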
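material = purified 2C TCR transgenic mouse naive CD8+ T cells | controls = Unloaded micro-vesicles (low), QL9 vesicles with 0.7% DMSO (high) | detection = cytometric PE anti-B7-1 and Alexa647 anti-CD8 signals after 1% paraformaldehyde fixation | incubation = binding step 1.5 h, 37 °C, antibody labelling 20 min, ice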
PMI inhibitors: MPI enzyme activity inhibition – biochemical, fluorescence intensity, coupled assay, primary screen (AID 1209); inhibition, % at 20 µM, or IC50 in µM where a hit was titrated; purified PMI enzyme, coupled fluorescence intensity; higher % means a stronger effect; 0.42% of 190,000 active;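 further: plate controls were DMSO vehicle for no effect and wells lacking substrate for full effect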
T cell HTS vesicle-bound %: further read-out of T cell HTS, marked with its call; double positive events, %; measured here: CD8+ vesicle-bound cell fraction;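 binding gate set so that unloaded-vesicle control wells show 10% double positive cells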
An asterisk follows results filed as active; i = inactive; ? = inconclusive; · = no result given; + = active, no number; & = joins results of further samples; [ ] = another dose, or the depositor's remark. Unless noted, no stated cut-off is given here; in the data, active means inhibition above about 50%; inactive means the rest.

SMILES	TNAP activators	P. falciparum M17LAP	RSV antiviral HEp-2	K1F lysis inhibition	human PMI inhibitors	P. falciparum M1AAP	West Nile virus CPE	T cell HTS	T cell HTS vesicle-bound %	PMI inhibitors
O=C(CSCc1ccccc1Cl)Nc1ccc(C(=O)O)cc1	·	·	1.1%	-0.3%	·	·	0.1%	i	57	·
Cc1onc(-c2c(Cl)cccc2Cl)c1C(=O)NC(C)(C)CO	1.1	-4%	0.7%	0.4%	1%	3%	-0.1%	i	25	-2%
Cc1ccc(/C=N/NC(=O)Cc2ccc(Cl)cc2)s1	·	·	0.0%	-1.3%[50 µM]	·	·	0.0%	i	10	·
Cc1ccc(CNC(=O)CSc2nnc3c(n2)[nH]c2ccccc23)cc1	·	·	1.5%	-0.1%	·	·	-0.2%	i	38	·
O=[N+]([O-])c1cc([N+](=O)[O-])c2cc3ccccc3nc2c1	·	·	-1.7%	-0.2%	·	·	-2.2%	i	60	·
Cc1sc2nc(CN3CCN(c4ccc(O)cc4)CC3)[nH]c(=O)c2c1C	·	-6%	-0.4%	-1.6%[50 µM]	·	2%	0.2%	i	10	·
CCCC(=O)Nc1ccc(Cl)c(NC(=O)c2cccnc2)c1	1.1	1%	1.7%	6.1%	12%	0%	-0.2%	+	·	8%
Cc1cc2ccc(C)c(C)c2nc1SCC(=O)c1cccs1	1.2	-8%	?	0.1%	8%	-7%	?	i	40	10%
Cc1ccccc1OCCCN1CCOCC1	·	·	-0.3%	2.6%[50 µM]	·	·	-0.3%	i	23	·
CSc1nnc2c3ccccc3n(Cc3ccccc3)c2n1	1.1	-8%	0.2%	0.2%	1%	6%	-0.1%	i	16	5%
COc1ccc(-c2nc(CN3CCN(Cc4cccc(F)c4)CC3)c(C)o2)cc1	·	·	0.8%	0.2%	·	·	-1.9%	i	61	·
CCc1cc2c(=O)c(-c3nc4ccccc4n3C)c(COCC(=O)O)oc2cc1O	1	14%	2.8%	2.7%	0%	7%	-0.3%	i	12	1%
COc1ccc(C2=NS(=O)(=O)N(C)C(C(=O)NCc3ccc(F)cc3)=C2)cc1OC	·	·	1.4%	0.1%	·	·	0.2%	i	34	·
CN(C)Cc1cnc2ccc(Cl)cn12	1.1	-4%	-0.7%	0.3%	5%	2%	0.5%	i	24	6%
COc1cc(C)ccc1OCCOCCOc1c(C)cc(C)cc1Br	1.1	-2%	1.1%	0.6%	-4%	2%	-0.3%	i	56	-2%
O=c1[nH]c2ccc(NC(=S)NCCc3ccccc3)cc2[nH]1	·	4%	-1.6%	0.1%	·	-1%	0.0%	i	30	·
COc1cc(/C=C/C(=O)N[C@@H](Cc2c[nH]c3ccccc23)C(=O)O)ccc1O	·	·	1.6%	0.1%	·	·	-0.4%	i	47	·
COc1cc(OC)cc(-c2nc(-c3ccccc3)no2)c1	1.1	-3%	2.9%	1.4%	7%	3%	-0.1%	i	37	12%
O=C(N/N=C/c1ccccc1C(=O)O)c1cc(-c2ccc3c4c(cccc24)CC3)n[nH]1	0.3	92%	-1.9%	-0.1%	6%	85µM*	0.1%	i	30	-4%
Cc1ccccc1NC(=S)NCCc1c[nH]c2ccccc12	0.9	-6%	5.4%	3.3%	-1%	-1%	-1.0%	i	25	-24%
c1cnc(N2CCN(Cc3ccc4c(c3)OCO4)CC2)cn1	1	0%	-2.3%	0.2%	-8%	9%	-0.3%	i	28	-8%
COc1ccc(CCNC(=O)CCCOc2ccc(C)cc2)cc1OC	1.1	14%	4.6%	0.5%	8%	5%	-1.1%	i	31	15%
CCOc1cc(CN2CCCCCC2)ccc1OC	·	·	-0.2%	0.2%	·	·	-0.2%	i	56	·
Cc1cc(C)n(C2CCCCC2OC(=O)CCc2ccccc2)n1 (stereo not drawn)	·	7%	·	0.6%	·	5%	-0.4%	i	55	·
CCOC(=O)C1CCCN(C(=O)COC(=O)C2=COCCO2)C1 (stereo not drawn)	1.1	-6%	1.0%	-0.4%	11%	-3%	0.5%	i	58	10%
CC(C(O)c1ccc(O)cc1)N1CCC(Cc2ccccc2)CC1 (stereo not drawn)	1.1&1.1	5%&8%	-2.4%&-2.4%	8.9%&3.7%&2.4%	-3%&5%	2%&1%	-0.2%&-0.4%	i	11&35&34	4%&-7%
O=C(Cc1ccc(Cl)cc1)Nc1nc2ccccc2[nH]1	1.1	-4%	1.3%	0.3%	-34%	-5%	0.0%	i	57	-5%
CCCc1cc(=O)oc2cc(OCC(=O)NC3CCN(Cc4ccccc4)CC3)ccc12	·	·	-0.5%	-0.1%	·	·	0.1%	i	27	·
O=C(NCc1cccs1)c1nc(-c2cccs2)no1	1.1	-2%	2.4%	0.3%	-3%	5%	0.1%	i	32	-7%
Cc1ccc2nc(-c3ccc(NC(=O)COC(=O)c4cncc(Br)c4)cc3)sc2c1	1.1	0%	·	0.4%	-35%	16%	0.3%	·	·	-25%
Clc1nc2ccccc2nc1-c1ccccc1	·	5%	-0.2%	0.3%	·	10%	0.1%	i	25	·
CC(=O)NS(=O)(=O)c1ccc2c(c1)Cc1cc(S(=O)(=O)NC(C)=O)ccc1-2	·	·	-0.1%	0.4%	·	·	-0.2%	i	56	·
O=C(O)c1ccc(Cn2c(SCc3cc(=O)n4cc(Br)ccc4n3)nc3ccsc3c2=O)cc1	1	7%	19%	·	4%	5%	0.1%	i	10	-8%
COc1ccc(OCCN2C(=O)NC(C)(c3ccc(C)cc3)C2=O)cc1 (stereo not drawn)	1	4%	-0.7%	-0.5%	-5%	0%	-1.1%	i	10	-11%
O=C(NCc1ccco1)/C(=C\c1cccs1)NC(=O)c1cccs1	1.1	7%	-0.1%	0.5%	-8%	11%	-0.5%	i	29	-10%
COC(=O)c1ccccc1SC(CC(=O)c1ccccc1)c1ccc(F)cc1 (stereo not drawn)	·	14%	2.2%	-1.2%	·	-3%	0.8%	i	29	·
CC(NC(=O)C(NC(=O)C1CCCN1C(=O)OC(C)(C)C)C(C)C)C(N)=O (stereo not drawn)	1.1	10%	-0.8%	0.0%	5%	2%	-0.3%	i	38	-6%
Cc1ccccc1CC(=O)NC1CCCc2ccccc21 (stereo not drawn)	·	·	1.0%	0.8%	·	·	-0.7%	i	17	·
COc1ccc(C(=O)C[n+]2cn(C(F)F)c3ccccc32)c(F)c1	1	5%	-0.6%	0.4%	-12%	3%	1.2%	i	25	-26%
CC(C)C(=O)N1CCN(c2ccc(NC(=S)NC(=O)c3cc4ccccc4o3)cc2)CC1	·	·	7.1%	1.6%[50 µM]	·	·	-0.7%	i	72	·
CC(C)(C)OC(=O)N1CCN(c2ccc([N+](=O)[O-])cc2)CC1	1	-2%	0.0%	-0.1%	4%	4%	-0.9%	i	51	5%
O=C(O)CSc1nnnn1-c1ccccc1	1.1	-3%	-0.1%	-2.3%	2%	-1%	0.5%	i	1	3%
CC/C(O)=C1\C(=O)CCCC1=NCc1nc2ccccc2[nH]1	1.1	-2%	-1.5%	0.5%	-7%	-1%	-0.5%	i	34	-3%
O=C(Nc1ccc(F)c(F)c1)c1ccccc1-c1ccccc1	1.1	-2%	0.7%	4.0%	-7%	10%	-0.6%	i	32	9%
O=C(Oc1ccc(Br)cc1C(=S)N1CCCCC1)c1cc([N+](=O)[O-])cc([N+](=O)[O-])c1	1.1	10%	2.2%	0.1%	-7%	3%	0.2%	i	49	15%
Fc1ccc(-c2nc3c(-c4ccc(Cl)cc4)cnn3cc2CCN2CCOCC2)cc1	1.1	-1%	-1.1%	0.3%	0%	5%	-0.4%	i	38	6%
Cc1ccc2c(O)c(C)c(=O)[nH]c2n1	1.1	10%	-1.1%	1.4%	-6%	-2%	0.0%	i	61	-8%
CC(=O)Nc1ccc(C(=O)OCc2ccccc2Br)cc1	1	5%	3.1%	-0.3%	6%	10%	0.7%	i	25	1%
COCCN(C(=O)CNC(=O)c1cccs1)C(C(=O)NC(C)(C)C)c1ccccc1 (stereo not drawn)	1.1	1%	0.4%	-0.4%	1%	2%	0.1%	i	49	6%
Cc1cc(C)cc(C(=O)NC(CC(N)=O)c2ccc(NC3CCCC3)c([N+](=O)[O-])c2)c1 (stereo not drawn)	·	·	-2.4%	-0.8%	·	·	-1.0%	i	24	·
CN(C)c1ccc(-c2noc(C3CCN(C(=O)Nc4ccc(Cl)cc4)CC3)n2)cc1	·	-2%	-0.9%	0.2%	·	-4%	1.0%	i	33	·
O=C(Nc1ccccc1)Nc1ccccn1	1.1	1%&-6%	0.8%	-1.5%	3%	9%&6%	0.4%&-0.4%	i	42	7%
Nc1ccc2nc3c(=O)[nH]c(=S)[nH]c3nc2c1	·	·	-0.8%	0.1%	·	·	-0.1%	i	42	·
O=C(CN1C(=O)/C(=C\C=C\c2ccccc2)SC1=S)Nc1ccc(F)cc1	0.9	-8%	1.2%	6.2%	9%	1%	0.5%	i	41	8%
Cc1ccccc1C(=O)NNC(=O)CCC(=O)Nc1cccc(Cl)c1C	1.2	0%	3.3%	-2.0%	3%	-2%	-0.1%	i	45	3%
COc1cccc(NC(=O)C(OC(=O)c2ccccc2NS(=O)(=O)c2cccs2)c2ccccc2)c1 (stereo not drawn)	1.1	1%	19%	0.0%	6%	11%	0.0%	i	61	12%
CSc1ccc(C2C(C#N)=C(N)Oc3cc4c(cc32)OCO4)cc1 (stereo not drawn)	1.1	-5%	-0.1%	1.4%	11%	2%	1.1%	i	20	19%
COC(=O)C1=NN(C(=O)c2ccccc2)C(C)(O)C1 (stereo not drawn)	1.1	4%	1.2%	0.6%	2%	2%	-0.1%	i	10	12%
O=C(CSc1nnc(-c2ccc(F)cc2)o1)N1CCCCC1	·	·	2.1%	0.4%	·	·	-0.7%	i	57	·
Cc1cc(/C=C\c2ccccc2)nc2ccccc12	1.1	11%	3.3%	-0.8%	13%	-8%	-1.2%	i	12	11%
